Compound activity from PubChem.
ABHD4 inh: inhibits mouse alpha/beta hydrolase domain 4. Q8VD66. purified mABHD4, FP-Rh probe fluorescence polarization. inhibition, % at 8.92 µM. hit rate 0.54% among 370,000. AID 720543;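 active = inhibition exceeding the mean over every tested compound plus 3 SD, cut at about 30% in these data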;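 note: 0% = plate median of compound wells and 100% = S159A mutant with DMSO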
Target sequence (Q8VD66 whole entry, looked up, the tested form may be a part): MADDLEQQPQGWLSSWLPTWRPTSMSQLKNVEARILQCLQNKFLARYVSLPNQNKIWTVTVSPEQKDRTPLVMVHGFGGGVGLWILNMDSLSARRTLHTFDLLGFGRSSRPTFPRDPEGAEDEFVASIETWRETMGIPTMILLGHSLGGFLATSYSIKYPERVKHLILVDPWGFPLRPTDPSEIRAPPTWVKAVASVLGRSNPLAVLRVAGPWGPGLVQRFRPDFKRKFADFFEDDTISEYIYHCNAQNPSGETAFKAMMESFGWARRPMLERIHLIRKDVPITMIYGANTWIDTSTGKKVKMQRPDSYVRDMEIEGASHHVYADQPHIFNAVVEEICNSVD
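Assay system: Wild-type mouse ABHD4 protein | Medium: HEPES pH 7.0 buffer, 150 mM NaCl, 0.01% Pluronic F-127 | Incubation: Enzyme–compound pre-incubation 45 min, then probe 60 min, both 25 °C | Technique: Fluorescence polarization with parallel and perpendicular emission, 525/598 nm | Evaluation: % inhibition of FP-Rh probe binding versus controls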
UHRF1 MBD2 ctr: blocks human UHRF1 binding to methylated DNA; Q96T88; UHRF1 binding to methylated oligo, TR-FRET; inhibition, % at 4.4 µM; hit rate 0.75% among 370,000; AID 687016; in the data active = inhibition above about 21%;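 note: UHRF1 SRA domain binding a hemimethylated CpG hairpin DNA probe; 0% = median of test compound wells and 100% = reference inhibitor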
Target sequence (Q96T88 whole entry, looked up, the tested form may be a part): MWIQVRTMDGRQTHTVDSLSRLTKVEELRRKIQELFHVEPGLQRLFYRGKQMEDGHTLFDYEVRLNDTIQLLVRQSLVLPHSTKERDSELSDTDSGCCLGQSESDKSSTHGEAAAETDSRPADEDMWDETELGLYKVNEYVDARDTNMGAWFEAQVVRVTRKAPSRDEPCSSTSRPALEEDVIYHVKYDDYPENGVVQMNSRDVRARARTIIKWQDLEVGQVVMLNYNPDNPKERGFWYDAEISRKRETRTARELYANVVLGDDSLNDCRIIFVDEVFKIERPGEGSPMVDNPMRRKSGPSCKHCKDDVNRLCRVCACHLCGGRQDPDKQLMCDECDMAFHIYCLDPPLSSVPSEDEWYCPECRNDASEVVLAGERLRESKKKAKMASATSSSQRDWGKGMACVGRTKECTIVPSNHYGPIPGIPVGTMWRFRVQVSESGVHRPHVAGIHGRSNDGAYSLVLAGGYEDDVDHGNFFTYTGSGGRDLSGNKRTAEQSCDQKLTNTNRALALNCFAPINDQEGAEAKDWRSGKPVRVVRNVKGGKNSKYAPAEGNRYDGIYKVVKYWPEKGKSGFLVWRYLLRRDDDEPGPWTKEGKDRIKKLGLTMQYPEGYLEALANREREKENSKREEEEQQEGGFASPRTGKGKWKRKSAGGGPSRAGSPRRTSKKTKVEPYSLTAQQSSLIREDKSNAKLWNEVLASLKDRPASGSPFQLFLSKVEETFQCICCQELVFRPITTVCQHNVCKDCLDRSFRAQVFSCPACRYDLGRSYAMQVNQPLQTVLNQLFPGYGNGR
SIAE inh: inhibitors of human sialic acid acetylesterase SIAE; Q9HAT2; SIAE FP-Rh probe binding, fluorescence polarization; inhibition, % at 9.66 µM; hit rate 0.69% among 370,000;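 active = inhibition above a cutoff: mean of compounds within the control limits plus 3 SD of those, cut at about 17% in these data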;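 note: 0% = plate median of compound wells and 100% = probe without SIAE protein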
rCAG RNA binder: molecules binding r(CAG) RNA repeats | hit rate 1.3% among 370,000 | inhibition, % at 3 µM | AID 651821 | r(CAG) RNA repeat, TO-PRO-1 dye displacement fluorescence;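 active = inhibition above the plate cutoff, the mean of all test compounds on that plate plus 3 SD, cut at about 35% in these data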;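 note: 0% = DMSO alone and 100% = 100 µM mitoxantrone as full dye displacement; higher means more dye released from RNA so lower well fluorescence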
GC-B act: GC-B (human) receptor activation. P20594. HEK293-GC-B cells, CNP EC30, cGMP TR-FRET; 0% at EC30 CNP, 100% saturating CNP. activation, % at 10 µM. hit rate 0.11% among 370,000. AID 1920062;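 active = activation at 10 µM reaching about 35% in either raw or pattern-adjusted values, limit read from the data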
TCR CD3 inh: blocks the human TCR-CD3 interaction. TAMRA-labeled TCR probe fluorescence, biochemical. inhibition, % at 9.4 µM. hit rate 0.37% among 360,000; in the data active = inhibition above about 19%;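 note: recombinant mutant TCR 2C K166C tagged with TAMRA read by polarization; 0% = receptor in buffer alone and 100% = receptor with positive control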
HTRA1 inhibitor: HTRA1 (human) protease inhibition; Q92743; hit rate 0.5% among 340,000; recombinant HTRA1, FP-rhodamine activity-based probe, fluorescence polarization; inhibition, % at 5.96 µM; AID 504803; in the data active = inhibition above about 36%;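 note: 0% = enzyme with DMSO and 100% = wells lacking enzyme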
PRMT1 FP inh: PRMT1 (human) inhibition, primary screen | Q99873 | recombinant PRMT1, activity-based probe fluorescence polarization | inhibition, % at 2.79 µM | hit rate 1.3% among 370,000 | AID 652257;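 active = inhibition above about 21% made by adding two undisclosed values, limit read from the data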
NPR1 activator: GC-A (human) enzyme activation. P16066. HEK293 GC-A cells, cGMP TR-FRET, EC30 ANP; 0% at EC30 ANP, 100% saturating ANP. activation, % at 10 µM. hit rate 0.14% among 370,000. AID 1671463; in the data active = activation above about 40%
MBD2 inh: MBD2-methylated oligo binding inhibition. inhibition, % at 4.4 µM. AID 686964. hit rate 0.31% among 370,000. Q9UBB5. TR-FRET, MBD2 binding to methylated oligonucleotide; in the data active = inhibition above about 13%
Numbers without * were called inactive; x = no result given.

Start of the data: the first three records (preview)
SMILES	ABHD4 inh	UHRF1 MBD2 ctr	SIAE inh	rCAG RNA binder	GC-B act	TCR CD3 inh	HTRA1 inhibitor	PRMT1 FP inh	NPR1 activator	MBD2 inh
C=CCNc1cccc2c1S(=O)(=O)N[C@@H](Cc1ccccc1)CO2	-9	5	3	4	0	-1	x	-2	1	-1
O=C(N1CCOCC1)n1cnc2ccccc21	6	-2	-5	1	1	6	2	3	3	-6
Cc1ccc(S(=O)(=O)N2CCOC2CNC(=O)C(=O)NCc2ccc3c(c2)OCO3)cc1 (stereo unspecified)	-3	2	-2	-5	-2	-4	0	1	0	3

This part in full, from the start:
SMILES	ABHD4 inh	UHRF1 MBD2 ctr	SIAE inh	rCAG RNA binder	GC-B act	TCR CD3 inh	HTRA1 inhibitor	PRMT1 FP inh	NPR1 activator	MBD2 inh
C=CCNc1cccc2c1S(=O)(=O)N[C@@H](Cc1ccccc1)CO2	-9	5	3	4	0	-1	x	-2	1	-1
O=C(N1CCOCC1)n1cnc2ccccc21	6	-2	-5	1	1	6	2	3	3	-6
Cc1ccc(S(=O)(=O)N2CCOC2CNC(=O)C(=O)NCc2ccc3c(c2)OCO3)cc1 (stereo unspecified)	-3	2	-2	-5	-2	-4	0	1	0	3
Cn1c2ccccc2c2ccc3c(c21)C(=O)C=CC3=O	42*	-9	-2	33	5	8	40*	10	15	-9
CCOC(=O)N1CCN(CC(=O)NC(=O)Nc2ccc3c(c2)OCCO3)CC1	-2	-2	4	-5	-1	6	8	0	0	1
CC1(c2ccc3c(c2)OCO3)NC(=O)N(CC(=O)Nc2ccccc2)C1=O (stereo unspecified)	-1	1	3	-4	5	8	-7	-1	5	-2
COc1cc(NC(=O)c2cc(S(=O)(=O)N3CCCCC3)ccc2N2CCOCC2)cc(OC)c1	3	0	-6	2	0	3	-16	-1	-1	2
O=C(CCC(=O)Nc1ccccc1Cl)N/N=C/c1ccccc1	1	1	-2	0	0	-1	-1	-3	3	0
COC(=O)C[C@@H]1CC[C@@H]2[C@H](COc3ccc(NC(=O)Nc4c(C)noc4C)cc3C(=O)N2C)O1	5	1	0	3	-10	x	x	0	2	3
O=C(CNC(=O)c1ccc(Cl)c([N+](=O)[O-])c1)NCC1CCCO1 (stereo unspecified)	1	2	2	1	0	-4	-4	1	2	-3
Cc1ccc(OCCCCN(C)Cc2ccccc2)c(Br)c1	11	5	-5	0	-7	0	1	2	-6	3
COc1ccccc1-n1c(SCC(=O)NC2CC2)nc2ccccc2c1=O	-3	0	5	-1	-2	6	3	0	-3	2
COc1ccnc(-n2cccc2/C=N/O)c1C#N	6	3	2	-2	5	2	3	-3	4	-4
Cc1sc(N/N=C/c2cccnc2)nc1-c1ccccc1	11	-1	17*	8	-1	0	3	-1	-9	-3
Cc1nn(C(=O)/C(C#N)=C/N(C)C)c(C)c1C	3	-2	2	2	5	3	0	1	1	1
COc1ccc(C(=O)O)cc1S(=O)(=O)N(C)C	-1	0	-6	1	3	6	0	-2	3	-4
CCC(=O)c1ccccc1OCCSc1nc(C)cc(=O)[nH]1	-4	0	-4	32	-4	-1	-5	-2	-6	-2
Cc1nn(-c2ccc(F)cc2)c(Cl)c1/C=C1\C(=O)Nc2ccccc21	-2	-1	0	-2	-4	5	-12	0	-4	-5
O=C(COc1ccc(F)cc1)Nc1nnc(S(=O)(=O)N2CCCC2)s1	3	37*	-2	19	-1	0	-4	1	1	0
COC(=O)COc1ccc2c(c1C)O/C(=C\c1ccco1)C2=O	6	1	6	23	1	5	-4	12	-1	-4
CC(C)COc1ccc(C(=O)OCCN2CCCCC2)cc1	5	-2	-1	-5	-4	2	-2	-10	4	-6
CSc1ccc(C(O)c2ncc(-c3ccc(F)cc3)[nH]2)cc1 (stereo unspecified)	-5	-3	4	3	0	0	x	-3	4	3
Cc1ccccc1CN1C(=O)c2ccccc2Sc2ccc(C(=O)NCCCN3CCOCC3)cc21	-3	0	-7	-4	1	6	-8	-8	-2	5
C/C(=N\NC(=O)COc1ccccc1[N+](=O)[O-])c1cccs1	-3	14	0	1	-3	7	1	1	2	-7
COc1cc(OC)cc(C2=Cc3ccccc3C(CC(C)=O)N2c2ccc(C#CC3(N)CCCCC3)cc2)c1 (stereo unspecified)	23	1	-6	11	-5	-3	x	3	-1	2

Just ABHD4 inh, for two of the compounds above:
canonical_smiles | ABHD4 inh
COc1cc(NC(=O)c2cc(S(=O)(=O)N3CCCCC3)ccc2N2CCOCC2)cc(OC)c1 | 3
COC(=O)COc1ccc2c(c1C)O/C(=C\c1ccco1)C2=O | 6

Continued.
SMILES	ABHD4 inh	UHRF1 MBD2 ctr	SIAE inh	rCAG RNA binder	GC-B act	TCR CD3 inh	HTRA1 inhibitor	PRMT1 FP inh	NPR1 activator	MBD2 inh
CC(C)(C)OC(=O)N/N=C\c1ccc(OC(=O)c2ccco2)cc1	-3	2	-5	-7	2	1	-7	0	0	-1
COC(=O)c1[nH]c2ccc(Cl)cc2c1NC(=O)c1ccccc1[N+](=O)[O-]	3	6	3	11	-9	-2	4	-1	-3	1
Cc1ccc(NC(=O)c2ccc(=O)n(CC(=O)Nc3ccccc3)n2)cc1	-6	2	-9	5	2	1	-2	0	3	2
CN(C)CCCNc1c2ccccc2nc2ccccc12	0	2	0	2	-3	-7	1	5	-1	4
O=C1N[C@@H](c2ccccc2)COC(=O)[C@@H](Cc2ccc(F)cc2)CC/C=C/C[C@H]1CC(=O)N(CCO)Cc1ccccc1	-2	2	5	7	-1	-5	-34	4	-3	5
CCCCNc1cccc2c1S(=O)(=O)N[C@H](Cc1ccccc1)CO2	-30	2	-3	2	2	-1	x	-4	-3	-2
CC(C)Oc1ccc(/C=N/NC(=O)c2ccc(N(Cc3ccccc3)S(C)(=O)=O)cc2)cc1	-2	-1	-4	2	1	8	-20	-3	-2	-6
Cc1ccc(N=Cc2c(O)c3ccccc3oc2=O)cc1F	-2	1	-15	2	-6	2	-5	1	-1	4
COCCNc1nnc(SCC(=O)NNC(=O)c2ccco2)s1	1	-1	4	1	2	-5	-5	10	1	1
Cc1ccc(C(=O)CCC(=O)Nc2ccccc2C)cc1C	-4	5	0	-2	-6	-4	0	0	5	-3
Nc1nonc1NC(=O)NN=C1CCCCC1	0	1	4	-1	3	-3	2	3	3	4
COc1ccc(NC(=O)c2cnc(NS(=O)(=O)c3ccccc3)nc2)cc1	-1	-2	11	5	1	2	5	2	6	-2
CCc1c(C)nc(SCC(=O)N2CCc3ccccc32)[nH]c1=O	0	1	4	-2	x	-7	x	0	x	-1
COc1ccc(NC(=O)c2cnc(SC)nc2C)c(OC)c1	-13	0	5	-1	-5	-5	1	0	-3	6
CCCNC(=O)COC(=O)c1ccc(S(=O)(=O)N2CCCCCC2)cc1	0	1	0	-5	5	1	3	-3	3	6
COc1ccc(NC(=O)c2cc(C)nc3ccccc23)cc1S(=O)(=O)Nc1ccccc1Cl	6	-3	-14	14	2	0	-18	-1	-5	3
COc1ccc(CC(=O)Nc2cc(F)ccc2F)cc1S(=O)(=O)N1CCOCC1	-4	1	6	5	7	0	-2	2	-4	4
COc1ccc(C2=NS(=O)(=O)N(C)C(C(=O)NCc3cccs3)=C2)cc1OC	3	0	4	0	-3	-8	-15	0	1	-4
COc1ccc(OCC(=O)Nc2cccc(C(=O)Nc3ccccc3C(=O)O)c2)cc1	-14	-2	-24	51*	-1	3	-16	7	-5	3
CCc1ccc(N2CCN(CCNC(=O)Nc3ccccc3)CC2)cc1	4	2	1	-5	6	-4	0	2	3	3
CC(C)Cn1c(CN2CCCCC2C)nc2c1c(=O)n(C)c(=O)n2C (stereo unspecified)	-3	0	2	0	1	8	4	-3	3	1
Cn1c(CNC(=O)CCNC(=O)c2ccccc2F)cc(=O)n(C)c1=O	-4	0	9	-1	8	0	6	0	3	5
Cn1nc(C(=O)NC2CCCC2)c2ccccc2c1=O	9	1	-4	1	2	-4	-3	6	1	-2
CCCCNC(=O)c1onc(CSc2cccc(F)c2)c1C(=O)O	-21	13	-6	28	-2	1	-12	8	-1	7
O=C(Nc1nn(Cc2ccc(Cl)cc2)cc1Br)c1ccc(COc2ccccc2Cl)o1	-35	-1	-32	6	-3	4	-112	-4	-4	-1
SMILES	ABHD4 inh	UHRF1 MBD2 ctr	SIAE inh	rCAG RNA binder	GC-B act	TCR CD3 inh	HTRA1 inhibitor	PRMT1 FP inh	NPR1 activator	MBD2 inh
N/C(=N\OC(=O)C12CC3CC(CC(C3)C1)C2)c1ccccn1	-5	5	1	-9	-7	-4	-2	1	2	1
O=C(COC(=O)c1ccc(CN2CCCC2=O)cc1)Nc1ccc(F)cc1	2	8	-7	-1	1	6	9	1	-1	0
CC[C@@H]1C=C(C(=O)O)[C@H](c2cccc(C)c2)N1S(=O)(=O)c1ccc(C)cc1	0	1	4	7	-5	-5	-4	4	0	-1
Cc1cc(Cl)ccc1NC(=O)Nc1c(C)n(-c2ccccc2)c(=O)n1C	-11	4	-2	2	-4	-3	7	5	-4	9
COc1ccc(C)cc1NC(=O)CSc1nnc2ccc(-c3ccccn3)nn12	-5	-4	2	-1	1	4	-2	-3	-1	3
C=C1c2ccccc2NC(=O)N1c1ccc(C)cc1	-7	2	5	1	2	-4	-4	-2	3	8
COCc1ccc(C(=O)N2CCCC(CNC(=O)c3ccc(F)cc3)C2)o1 (stereo unspecified)	6	-3	4	-1	2	7	2	-1	0	3
COCCCNC(=O)c1cc(C)nn1-c1ccccc1	2	-1	5	2	-1	3	1	-1	1	2
COc1ccc(S(=O)(=O)Nc2cccc3c2O[C@H](CN(C)S(=O)(=O)c2cn(C)cn2)[C@@H](C)CN([C@H](C)CO)C3=O)cc1	2	-3	-4	-1	4	3	-1	0	8	5
Cc1cc([N+](=O)[O-])nn1Cc1noc(C(=O)NCCc2ccccn2)n1	6	-1	-1	-2	3	-7	0	2	5	4
Cc1nc2c(-c3ccc(F)cc3)c(C)nn2c(C)c1CCC(=O)N1CCN(c2ccc(F)cc2)CC1	4	-1	4	0	-6	5	-4	-3	-9	-1
CCCNC(=O)Cn1nc(C(F)(F)F)c2c1CCC2	1	-1	2	-1	2	9	1	-6	-4	3
C(=C\c1ccccc1)/C=N/N1CCN(c2ccccn2)CC1	-2	1	-3	-3	-1	-10	-2	2	2	7
O=C(O)CCc1nn2c3ccccc3nc2n(Cc2ccccc2)c1=O	3	-3	-2	4	-2	-3	4	-1	1	1
Cc1ccc2cc(C)c(N3CCN(c4ccccn4)CC3)nc2c1	-4	0	5	-6	-1	2	-26	0	2	1
O=C(CSc1nc2ccccc2c(=O)n1NC(=O)Cc1ccccc1)NCc1ccccc1	-2	-2	13	1	0	-1	-5	-1	-3	-7
O=C(O)CCN1C(=O)c2ccc(NC(=O)c3ccco3)cc2C1=O	7	1	-6	0	-1	-1	7	-2	1	0
C/C(=N\NC(=O)c1ccccc1)c1ccc(NC(=O)c2cccs2)cc1	9	1	-5	3	-2	-2	-6	-1	0	-1
COc1ccc(N(CC(=O)NCc2ccccc2Cl)S(=O)(=O)c2c(C)noc2C)cc1	4	0	-4	0	-7	3	-5	0	1	-7
CCOC(=O)c1[nH]c2ccc(Br)cc2c1NC(=O)CCN1CCOCC1	-12	4	-3	0	-11	-3	5	6	-5	5
CCC(C(=O)NCc1ccccn1)n1c2ccccc2c2nc(=O)cc(C)n21 (stereo unspecified)	6	-2	1	-2	-3	8	3	-1	-2	5
CCO/C=C/C(=O)N(C)CCC#N	-6	100*	-2	-2	8	-8	2	2	0	-2
O=C(Cc1nn[nH]n1)Nc1cc(Cl)cc(Cl)c1	-5	2	-1	1	7	5	3	-2	0	-2

Only part of the results is shown; count on the stated rates, not on these rows.
